# Akt phos inh: HTS Assay for Inhibitors of Akt Phophorylation: Primary Screen. Neuro2A IGF-stimulated pAkt S473 HTRF, 20 min; hits give low values. activity change, % for hits at 50 µM. 0.32% of 360,000 active; in the data active means activity change below about -80%; inconclusive means mostly about -51% to -80%; further: on the % scale 0 is the no-effect control and ±100 the full control effect
#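 Single-point screen (50 µM final compound) in Neuro2A cells stimulated 20 min with 6 nM IGF at 37 deg C. After lysis, Ser473-phosphorylated Akt read by HTRF (ex 330 nm, em 615/665 nm) as the 665/615 ratio.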
# Nrf2 activator: qHTS of Nrf2 Activators; AREc32 ARE-luciferase reporter (MCF7-derived line), luminescence, 24 h; 0.31% of 410,000 active; Potency, µM (top dose mostly 46.1 µM), inactives show at the highest dose activation, usual class: activators; AID 624171, 2012; further: potency means the concentration at half of the fitted maximal effect; % of control where 0% means no effect; nearly all actives have a fitted effect of over 65% in size
#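 Each well held 1000 AREc32 cells, which were incubated with compound for 24 hr at 37 deg C after overnight attachment, and ARE reporter activity was quantified by firefly luciferase luminescence.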
# Mm-Cpn inhibitor: Inhibitors of TCP-1 ring complex (TRiC) of Methanococcus maripaludis (MmCpn): qHTS; purified Mm-Cpn ATPase, ADP Transcreener TR-FRET; Chaperonin Mm-Cpn (Methanococcus maripaludis); Potency, µM (highest dose often 76.9 µM), inactives show top-dose activity, negative = inhibition, actives largely listed as inhibitors; 0.031% of 330,000 active; further: potency means the concentration at half of the fitted maximal effect; on the % scale 0 is the no-effect control and ±100 the full control effect; nearly all actives have a fitted effect of over 80% in size
#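 Quantitative HTS used 25 nM Mm-CPN and 10 uM ATP in magnesium/KCl Tris buffer, pH 7.4, with 1 mM DTT. Hydrolysis ran 30 min at 37°C; ADP was read by HTRF.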
# TGFb SMAD3 inh: qHTS for Inhibitors of TGF-b; HepG2 CAGA-GFP TGF-b/SMAD3 reporter, GFP fluorescence, 18 h; TGF-beta stimulated, 500 pg/mL final; Potency, µM (top dose mostly 46.1 µM), for inactives: at the top dose activity, negative = inhibition, actives largely listed as inhibitors; 1.2% of 410,000 active; further: potency means the concentration at half of the fitted maximal effect; on the % scale 0 is the no-effect control and ±100 the full control effect; nearly all actives have a fitted effect of over 65% in size
#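 HEPG2 CAGA-GFP cells (1000/well, DMEM with 1% FBS) were pre-incubated 2 h at 37 degrees C, given compound by pin tool, then stimulated with TGF-beta at 500 pg/mL final for 18 h before per-cell GFP fluorescence imaging.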
# A549 tox: Nrf2 qHTS screen for inhibitors: counterscreen for cytotoxicity. A549 ARE-Fluc cells, CellTiter-Fluor viability, 18-24 h. Potency, µM (titrated, usually from 46 µM), for the others: top-dose activity change, negative = cytotoxicity, actives largely listed as inhibitors. 0.16% of 390,000 active; further: potency means the concentration at half of the fitted maximal effect; on the % scale 0 is the no-effect control and ±100 the full control effect
#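 Cytotoxicity counterscreen: CellTiter-Fluor fluorescence was measured in A549 ARE_Fluc cells after 18-24 h of compound exposure in a concentration series. The subsequent BugLite luminescent read reports ARE-luciferase activity.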
# CCT chaperon mod: High-Throughput Screening for Modulators of Cytosolic Chaperonin Activity | purified chaperonin ATPase assay, HTRF ADP detection, 30 min | activity change, % (no concentration beside the values), hits read low | 0.3% of 360,000 active | AID 651819, 2012; in the data active means activity change below about -30%; further: on the % scale 0 is the no-effect control and ±100 the full control effect
#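 TRiC at 40 or 20 nM final (batch-dependent) in 30 mM Tris pH 7.4, 100 mM KCl, 5 mM MgCl2, 1 mM DTT, with compound at single 76 uM and 10 uM ATP, 30 min at 37 deg C. ADP detected by HTRF Transcreener, 665/615 ratio.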
# Nrf2 block: Nrf2 qHTS screen for inhibitors; A549 ARE-Fluc reporter, luciferase luminescence, 18-24 h; Potency, µM (highest dose often 46 µM), inactives show at the highest dose activity change, negative = inhibition, actives largely listed as inhibitors; 2.1% of 360,000 active; AID 504444, 2011; further: potency means the concentration at half of the fitted maximal effect; on the % scale 0 is the no-effect control and ±100 the full control effect; nearly all actives have a fitted effect of over 60% in size
#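 Quantitative HTS in A549 cells stably bearing an antioxidant response element-firefly luciferase construct. Inhibition of Nrf2-driven transcription was scored by luminescence after 18-24 h of compound exposure at 37 °C.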
# EPAC2 antagonist: qHTS for Antagonist of cAMP-regulated guanine nucleotide exchange factor 2 (EPAC2): primary screen. EPAC2 GEF exchange of Rap1B-BODIPY-GDP, fluorescence. Potency, µM (doses to about 114 µM), without a hit: at the top dose activity, negative = inhibition, most hits filed as inhibitors. 0.18% of 360,000 active. AID 720708, 2013; further: potency means the concentration at half of the fitted maximal effect; on the % scale 0 is the no-effect control and ±100 the full control effect; nearly all actives have a fitted effect of over 45% in size; many of its hits are not listed in these tables
# Target sequence (Q8WZA2 whole entry, looked up): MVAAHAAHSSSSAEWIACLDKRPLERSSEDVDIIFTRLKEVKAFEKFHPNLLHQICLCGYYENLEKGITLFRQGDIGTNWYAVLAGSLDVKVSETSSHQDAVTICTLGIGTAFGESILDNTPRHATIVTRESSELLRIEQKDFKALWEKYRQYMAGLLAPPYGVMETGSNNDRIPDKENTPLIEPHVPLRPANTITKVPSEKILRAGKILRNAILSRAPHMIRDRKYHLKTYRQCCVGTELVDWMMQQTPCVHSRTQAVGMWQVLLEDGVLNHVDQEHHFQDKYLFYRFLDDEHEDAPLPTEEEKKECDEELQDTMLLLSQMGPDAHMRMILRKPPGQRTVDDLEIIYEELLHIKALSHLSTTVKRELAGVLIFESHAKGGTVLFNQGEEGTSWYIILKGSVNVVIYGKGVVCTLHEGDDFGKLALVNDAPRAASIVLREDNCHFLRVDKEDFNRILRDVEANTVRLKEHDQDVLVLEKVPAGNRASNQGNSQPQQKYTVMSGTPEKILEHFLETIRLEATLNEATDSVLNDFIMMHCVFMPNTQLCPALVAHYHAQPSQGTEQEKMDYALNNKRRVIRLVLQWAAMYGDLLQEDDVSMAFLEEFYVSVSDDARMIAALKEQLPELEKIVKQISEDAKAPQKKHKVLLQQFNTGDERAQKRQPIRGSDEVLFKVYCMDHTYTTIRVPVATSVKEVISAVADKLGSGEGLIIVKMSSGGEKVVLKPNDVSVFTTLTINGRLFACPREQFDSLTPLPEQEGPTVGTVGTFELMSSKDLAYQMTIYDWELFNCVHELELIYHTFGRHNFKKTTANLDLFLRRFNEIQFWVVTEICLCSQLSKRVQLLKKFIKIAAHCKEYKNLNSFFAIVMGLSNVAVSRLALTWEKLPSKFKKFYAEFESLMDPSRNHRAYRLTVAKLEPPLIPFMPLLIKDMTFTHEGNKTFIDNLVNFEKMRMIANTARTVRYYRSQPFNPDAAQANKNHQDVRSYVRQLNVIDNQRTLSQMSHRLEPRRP
# EPAC2 agonist: qHTS for Agonist of cAMP-regulated guanine nucleotide exchange factor 4 (EPAC2): primary screen; EPAC2 activation, biochemical qHTS; response scale: 100% = 6.5 mM cAMP response; Potency, µM (doses to about 154 µM), without a hit: at the highest dose activation, usual class: activators; 0.079% of 360,000 active; AID 720711, 2013; further: potency means the concentration at half of the fitted maximal effect; nearly all actives have a fitted effect of over 50% in size
#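 Readout is BODIPY fluorescence (480 nm excitation, 540 nm emission), which falls as labeled GDP is exchanged off Rap1B. EPAC2 at 100 nM acted on 250 nM RAP1B-BODIPY-GDP with 50 uM GDP present.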
# * hit, by the source's call; i = inactive; ? = inconclusive; . = not tested or not shown; [ ] = another dose, or the depositor's remark. Unless noted, the call rests on the fitted dose curve; in most records, active means well fitted curve in the direction sought with a large enough effect; inconclusive means small, poorly fitted or top-dose-only effect, or another doubt; inactive means no such curve, though single readings can be large; an effect the other way counts as inactive or inconclusive.
# Sample of the layout:
SMILES,Akt phos inh,Nrf2 activator,Mm-Cpn inhibitor,TGFb SMAD3 inh,A549 tox,CCT chaperon mod,Nrf2 block,EPAC2 antagonist,EPAC2 agonist
NS(=O)(=O)c1ccc(CCNC(=O)CSc2ccccc2)cc1,i,-0.8%,0%,0%,5%,-2.7,4%,0%,8%
CC(=O)Cc1cc2cc([N+](=O)[O-])ccc2oc1=O,i,-1.0%,-2%,-4%,8%,-3.6,-4%,-3%,1%
O=C(Nc1cccc(C(F)(F)F)c1)c1cc2nc(-c3ccco3)cc(C(F)(F)Cl)n2n1,.,-0.6%,.,3%,7%,.,-4%,.,.
CC(C)CC(=O)N1CCN(C(=O)CCC2CCCC2)CC1,i,0.0%,1%,2%,-1%,-1.6,11%,0%,-11%
CCC(C)C(NC(=O)OC(C)(C)C)C(=O)NC(Cc1ccccc1)C(=O)OC (configuration not stated),i,-0.2%,-2%,34%[activator],-6%,0.4,-13%,0%,-26%
Cc1ccc(NC(=O)N(O)C2CCCCC2C#N)cc1 (configuration not stated),i,2.5%,.,5%,-5%,-2.8,8%,4%,-7%
COc1cc(/C=N/NS(=O)(=O)c2ccc(C)c([N+](=O)[O-])c2)ccc1O,i,-0.1%,3%,1%,1%,-2.9,-1%,4%,2%
COc1ccc(Cl)cc1N1C(=O)CC(Sc2ccccc2N)C1=O (configuration not stated),i,4.2%,2%,-14%,-11%,-0.3,-19%,0%,8%

# This part in full, from the start:
SMILES,Akt phos inh,Nrf2 activator,Mm-Cpn inhibitor,TGFb SMAD3 inh,A549 tox,CCT chaperon mod,Nrf2 block,EPAC2 antagonist,EPAC2 agonist
NS(=O)(=O)c1ccc(CCNC(=O)CSc2ccccc2)cc1,i,-0.8%,0%,0%,5%,-2.7,4%,0%,8%
CC(=O)Cc1cc2cc([N+](=O)[O-])ccc2oc1=O,i,-1.0%,-2%,-4%,8%,-3.6,-4%,-3%,1%
O=C(Nc1cccc(C(F)(F)F)c1)c1cc2nc(-c3ccco3)cc(C(F)(F)Cl)n2n1,.,-0.6%,.,3%,7%,.,-4%,.,.
CC(C)CC(=O)N1CCN(C(=O)CCC2CCCC2)CC1,i,0.0%,1%,2%,-1%,-1.6,11%,0%,-11%
CCC(C)C(NC(=O)OC(C)(C)C)C(=O)NC(Cc1ccccc1)C(=O)OC (configuration not stated),i,-0.2%,-2%,34%[activator],-6%,0.4,-13%,0%,-26%
Cc1ccc(NC(=O)N(O)C2CCCCC2C#N)cc1 (configuration not stated),i,2.5%,.,5%,-5%,-2.8,8%,4%,-7%
COc1cc(/C=N/NS(=O)(=O)c2ccc(C)c([N+](=O)[O-])c2)ccc1O,i,-0.1%,3%,1%,1%,-2.9,-1%,4%,2%
COc1ccc(Cl)cc1N1C(=O)CC(Sc2ccccc2N)C1=O (configuration not stated),i,4.2%,2%,-14%,-11%,-0.3,-19%,0%,8%
CCC(/C=N/NC(=O)C(=O)N/N=C/C(CC)CC)CC,i,-0.6%,1%,0%,2%,-0.4,7%,4%,6%
CCCOc1ccccc1/C=C(\C#N)C(=O)Nc1cccnc1,i,4.4%,0%,-8%,0%,0.8,-21%,6%,11%
CC(C)NC(=O)c1onc(CSc2cccc3ccccc23)c1C(=O)O,i,-1.3%,3%,-13%,-4%,2.1,?,0%,1%
Cc1nc2c(N=Nc3ccccc3F)c(N)nn2c(N)c1C#N,i,16%,-2%,17%,-5%,-0.2,-2%,-2%,-5%
COCCN(C(=O)COC(=O)/C(=C/c1ccccc1)NC(C)=O)c1c(N)n(Cc2ccccc2)c(=O)[nH]c1=O,i,-0.1%,-1%,5%,-6%,-3.1,-9%,-5%,-2%
Cc1ccccc1C(=O)N1CCN(c2ccc(NC(=O)c3ccc4c(c3)OCO4)cc2)CC1,i,0.1%,-1%,-6%,-12%,0.5,9.2µM*,3%,-1%
CN(C)C(=O)c1ccc(Nc2ncnc3sc4c(c23)CCCCC4)cc1,i,1.4%,-4%,-10%,-5%,2.4,0%,-9%,6%
CC1=NCCN1CCNC(=O)Nc1ccc(F)cc1,i,0.0%,2%,-3%,-2%,-0.1,5%,5%,1%
COC(=O)c1ccc(C(=O)OC)c(NC(=S)N2CCN(c3ccc(F)cc3)CC2)c1,i,1.8%,2%,11%,1%,-2.5,2%,-12%,7%
CN1C(=S)SC(N(O)C(=O)NC2CCCCC2)C1(C)C (configuration not stated),i,0.2%,-1%,22%,-11%,1.3,0%,5%[57.1 µM],1%
O=C(Nc1cccnc1)c1ccc(NS(=O)(=O)c2cc([N+](=O)[O-])ccc2Cl)cc1,i,0.2%,-2%,0%,-1%,-0.5,-3%,-17%,-2%
CC(C)(c1ccccc1)c1ccc(OCCCNCCO)cc1,i,6.1%,-2%,-25%,-7%,-7.6,-2%,6%,1%
COCCSc1ccccc1C(=O)Nc1ccccc1C(C)C,i,0.3%,0%,6%,-1%,-2.0,-15%,1%,3%
CC(C)C[C@@H](CN1CCCC1CN1C(=S)NC[C@@H]1Cc1ccccc1)N1C[C@H](Cc2ccccc2)N(CCc2ccccc2)C1=S (some centres not stated),i,-0.8%,.,.,.,-0.5,.,4%,10%
Cc1cc(C)cc(NC(=O)N2CCC(C(N)=O)(N3CCCCC3)CC2)c1,.,-1.0%,.,-2%,4%,.,-3%,.,.
CCOc1c(Cl)cc(/C=N/NC(N)=S)cc1OC,i,5.8%,1%,14µM*,5%,-0.4,21µM*,-4%,8%
COc1ccc(NS(=O)(=O)c2ccc(Cl)c(N)c2)cc1Br,i,2.1%,1%,?,6%,-2.1,?,-13%,18%
Cc1ccc(C(=O)NCc2ccco2)cc1S(=O)(=O)Nc1cccc(Cl)c1,i,2.8%,2%,1%,-12%,1.3,23µM*,-17%,16%
O=C1CN(c2nc3ccccc3n3cnnc23)CC(=O)N1CCc1ccccc1,i,0.3%,0%,4%,0%,-1.1,1%,-7%,24%
C/C=C1\COC(C(=O)NCc2ccncc2)(C(F)(F)F)C=C1C=C1CCCCC1 (configuration not stated),i,3.1%,.,10µM*,?,1.2,?,-29%,4%
O=C(CSc1ccccn1)N/N=C/c1ccccc1[N+](=O)[O-],i,?,4%,-12%,-3%,-2.5,22%,0%,-1%
CCOC(=O)N1CCN(S(=O)(=O)c2ccc(OC)c(Cl)c2)CC1,i,-0.3%,3%,0%,4%,2.8,11%,6%,0%
c1ccc(CN2CCC(Nc3nc(-c4cccnc4)nc4ccccc34)CC2)cc1,i,21%,0%,16µM*,?,-2.5,-19%,-12%,19%
CC(=O)N1CC(C)Oc2ccc(S(=O)(=O)NC(CC(=O)O)c3ccc(C)cc3C)cc21 (configuration not stated),i,-0.9%,0%,7%,1%,1.0,8%,13%,1%
CCC(C)N(C(=O)COC(=O)c1cn(CC)c2nc(C)ccc2c1=O)C1CCS(=O)(=O)C1 (configuration not stated),i,0.0%,0%,-7%,-4%,-1.9,2%,-3%,-1%
CCc1c(C)c(C#N)c2nc3ccccc3n2c1NC,i,3.2%,0%,35%[activator],1%,1.4,1%,-2%,9%
Cc1cccc(C)c1-n1ncc(C(=O)N2CCN(c3ccccc3)CC2)c1C1CCN(C(=O)OC(C)(C)C)CC1,.,0.6%,.,-3%,-1%,.,-23%,.,.
CC(C)(C)c1ccc(C(=O)N2CCC2(C)C(=O)Nc2cccc3ncccc23)cc1 (configuration not stated),i,2.7%,.,0%,.,-0.1,.,3%,4%
Cc1ccc(-n2c(=O)c3c(C)c(C)sc3n(Cc3cc(=O)n4ccccc4n3)c2=O)cc1C,i,-0.6%,-1%,-16%,-10%,-0.5,?,-1%,-10%
COCC(C)NC(=O)CSc1nc2ccccc2c(=O)n1CCc1ccc(S(N)(=O)=O)cc1 (configuration not stated),i,-0.2%,1%,1%,-7%,-0.9,-4%,4%,-6%
Cc1ccc(Nc2n[nH]c(=S)s2)cc1F,i,5.3%,.,0%,-1%,-1.7,9%,-2%,5%
COc1ccccc1N(C(C)=O)C1SC(=O)N(c2ccccc2)C1=O (configuration not stated),i,-0.9%,-3%,-5%,0%,-2.3,10%,5%,-2%
COCCNC(=O)Cn1nc(-c2ccc(Cl)cc2)c2ccccc2c1=O,i,-0.4%,0%,4%,0%,1.8,-18%,?,4%
C/C(=N/Nc1nc(-c2ccc(Cl)cc2)cs1)c1cccs1,i,0.4%,-2%,1%,-10%,-1.5,?,-3%,6%
COc1ccc(NC(=O)CS(=O)(=O)c2cn(CC(=O)N3CCOCC3)c3ccccc23)cc1,i,0.2%,-1%,3%,2%,0.9,17%,-2%,3%
COc1ccc(-c2csc(NC(=O)Cc3ccccc3F)n2)cc1OC,i,2.9%,-7%,?,?,1.9,21µM*,3%,7%
CCCCn1c(SCc2c(C)noc2C)nc2cc(S(N)(=O)=O)ccc21,i,?,-7%,1%,13%,-1.2,.,3%,-3%
COc1cccc(NC(=O)c2ccc3c(c2)N(CC(=O)N2CCCCC2)C(=O)C(C)(C)O3)c1,i,1.4%,0%,6%,-15%,-3.3,-7%,-7%,9%

# Assay outcomes (PubChem)

# The list is partial. The share of hits here may be higher or lower than overall.
